HIF-2a inh: HIF-2a reporter inhibitors, primary screen, luminescence, 786-0 RCC cells. 786-0 RCC cells HIF-2a reporter, luciferase luminescence, overnight. inhibition, % at 18.8 µM. 360,000 tested, 0.72% active. AID 624352, 2012;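 active means inhibition of the luminescence signal of 40% or more relative to plate controls, in a single-dose primary screen at 18.75 µM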
KKLEB cytotox: cytotoxicity in KKLEB CF airway cells, primary screen, cytotoxicity control for CF NF-kB inhibitor project, cell-based, uHTS, fluorescence assay plates; KKLEB CF airway cells viability, ATPlite luminescence, overnight; active compounds read low; cells stimulated with P. aeruginosa culture filtrate; activity change (cytotoxicity), % at 5 µM; 360,000 tested, 0.36% active; AID 602141, 2011;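 active means corrected activity change at or below -50% at 5 µM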
hiPSC survival: enhancers of single-cell hiPSC survival, primary screen, ATPlite luminescence; 360,000 tested, 0.044% active; survival enhancement, % at 20 µM; 100% = ROCK inhibitor wells, 0% = DMSO; AID 602274, 2012; in the data active means survival enhancement above about 18%;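 further: cells exposed to compounds for 16 hours before the ATP read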
NR2E3 ag-1: NR2E3 agonists in two-hybrid cells, primary screen, cell-based, luminescence, CHO-S, Gal4-NCOR/VP16-NR2E3. Photoreceptor-specific nuclear receptor (Homo sapiens), Q9Y5X4. luciferase. inhibition of corepressor binding, % at 3.98 µM. 360,000 tested, 0.35% active. AID 602229, 2012;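 active means inhibition above the mean of all tested compounds plus 3 SD, cut at about 70% in these data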;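 further: 0% = DMSO with NR2E3 transfected cells and 100% = cells lacking NR2E3 construct; higher means lower luciferase signal from less NR2E3 corepressor binding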
Target sequence (Q9Y5X4 whole entry, looked up, the tested form may be a part): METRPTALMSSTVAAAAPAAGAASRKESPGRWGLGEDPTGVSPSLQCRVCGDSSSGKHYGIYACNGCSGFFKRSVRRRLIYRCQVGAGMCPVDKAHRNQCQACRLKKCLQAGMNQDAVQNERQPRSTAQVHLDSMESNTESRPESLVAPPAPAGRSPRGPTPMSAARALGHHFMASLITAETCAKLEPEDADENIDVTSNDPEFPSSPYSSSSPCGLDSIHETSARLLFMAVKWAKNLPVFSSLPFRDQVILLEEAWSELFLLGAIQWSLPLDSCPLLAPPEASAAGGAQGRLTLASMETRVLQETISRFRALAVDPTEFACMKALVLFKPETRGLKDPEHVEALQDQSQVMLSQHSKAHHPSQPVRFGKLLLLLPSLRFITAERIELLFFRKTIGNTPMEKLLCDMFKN
LMP1 NFkB inh: EBV LMP1-driven NF-kappaB luciferase reporter inhibitors, primary screen, cell-based, luminescence, single point; LMP1-induced NF-kappaB luciferase reporter cells; inhibition, % at 12.5 µM; 350,000 tested, 0.69% active; in the data active means inhibition above about 41%;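 further: 0% = neutral control wells and 100% = reference inhibitor control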
CF NFkB inh: inhibitors of PAF-induced NF-kB signaling, primary screen, cell-based, GFP fluorescence, uHTS | KKLEB NF-kB-GFP reporter, GFP fluorescence overnight | inhibition, % at 5 µM | 360,000 tested, 0.86% active;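 active means at least 50% inhibition at 5 µM, scaled per plate between neutral and stimulator controls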;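 further: PAF is a Pseudomonas aeruginosa culture filtrate used as stimulus; plate controls were PAF-stimulated DMSO wells for no effect and unstimulated DMSO wells for full effect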
Shn3 inh set2: reduction of Shn3 3'UTR firefly luciferase signal, primary screen, Schnurri-3 inhibitor project, cell-based, Clone20 osteoblasts, set 2; Clone20 osteoblast Shn3 3'UTR firefly luciferase, 24 h; inhibition, % at 12.5 µM; 360,000 tested, 0.52% active;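 active means mean inhibition of at least 75% with every replicate also reaching 75%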;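 further: 0% = median of neutral control wells and 100% = pilot-screen positive control compound; some compounds past the cut are filed as inactive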
Peg3 prom inh: Peg3 promoter-driven luciferase inhibitors, primary screen, cell-based, HeLa, luciferase luminescence. HeLa PEG-Prom luciferase reporter, overnight. inhibition, % at 20 µM. 360,000 tested, 1.7% active. AID 588405, 2011;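 active means inhibition of at least 50% at 20 µM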
TRAIL sens C8: viability loss with TRAIL in NB7+C8 cells, primary screen, TRAIL sensitizer project, cell-based, ATPlite luminescence. inhibition (viability loss, TRAIL sensitization), % at 10 µM. 360,000 tested, 1% active;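 active means compounds causing at least 50% loss of cell viability in the single-dose screen, relative to plate controls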
TRPM1 prom inh: inhibitors of MITF-dependent TRPM1 promoter reporter, primary screen, cell-based, SK-MEL-5, single point, luciferase. inhibition, % at 12.5 µM. SK-MEL-5 TRPM1 promoter luciferase, 24 h. 330,000 tested, 0.83% active;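 active means mean inhibition across replicates of 60% or more, whatever share of single replicates reaches that level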; further: values of inactives mirror those of a sister screen read the other way
NR2E3 ag-2: inhibitors of NR2E3-RetCOR corepressor binding, primary screen, NR2E3 agonist project, biochemical, TR-FRET, GST-NR2E3, biotin-RetCOR; Photoreceptor-specific nuclear receptor (Homo sapiens), Q9Y5X4; 1536-well; inhibition of corepressor binding, % at 4.78 µM; 320,000 tested, 0.12% active; AID 2300, 2010;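 active means percent inhibition above the cutoff of mean plus 3 SD of all tested compounds, set per screening campaign, cut at about 20% in these data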;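 further: 0% = DMSO wells and 100% = biotin wells as full block of FRET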
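system = GST-tagged NR2E3 plus biotinylated RetCOR corepressor | input = 1.35 nM GST-NR2E3 | also added = 7 nM biotin-RetCOR | schedule = 5 h incubation at 4 °C | measured by = TR-FRET with europium anti-GST and streptavidin-D2, 340 nm excitation | read-out = percent loss of FRET ratio relative to control wells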
Starred values were filed as active, the others as inactive; · = not tested or not shown.

SMILES | HIF-2a inh | KKLEB cytotox | hiPSC survival | NR2E3 ag-1 | LMP1 NFkB inh | CF NFkB inh | Shn3 inh set2 | Peg3 prom inh | TRAIL sens C8 | TRPM1 prom inh | NR2E3 ag-2
CC(Sc1nnc(C2CC2)n1C1CC1)C(=O)Nc1ccc(C(N)=O)cc1 (stereo unspecified) | 16 | 0 | -0.4 | 3 | -2 | 17 | 4 | 1 | -9 | -12 | 3
O=C(COC(=O)c1cc(Cl)ccc1O)c1ccc2c(c1)OCO2 | -47 | 0 | 0.3 | -22 | 7 | 28 | -8 | -303 | 14 | -83 | 1
COCC(=O)N1CCCC(CNS(=O)(=O)c2ccc(OC)cc2)C1 (stereo unspecified) | 7 | 2 | 0.3 | -8 | -1 | -23 | 16 | 12 | -2 | 2 | 4
COc1ccc(S(=O)(=O)NCc2nc3nc(C)cc(C)n3n2)cc1 | 14 | -8 | 4.5 | -1 | -9 | -3 | -83 | -2 | -5 | 5 | ·
Cc1nc2c(C(=O)N3CCN(c4ccccn4)CC3)cnn2c(C)c1Cc1cccc(Cl)c1 | 12 | -12 | 4.7 | -29 | 1 | 2 | -11 | 29 | 6 | 3 | 1
COc1ccc(/C=N/NC(=O)C2COc3ccccc3O2)cc1OC (stereo unspecified) | -7 | -13 | -2.0 | 2 | 4 | 21 | -4 | -11 | 1 | -6 | -1
O=C(COC(=O)c1cccc2ccccc12)NCCCc1ccccc1 | 2 | -7 | -0.1 | -15 | -2 | 1 | -12 | -14 | -3 | -2 | 2
C=CC[C@@H](CC(=O)OC(C)(C)C)C(=O)OC[C@H]1CCCN1C(=O)[C@@H](CC=C)CC(=O)NCCO | 9 | -7 | -2.8 | 2 | 0 | 6 | -24 | 2 | 2 | 1 | ·
COc1ccc(C(F)(F)F)cc1NC(=O)c1nc2nc(C)cc(C(F)F)n2n1 | 13 | 8 | 1.0 | -3 | 1 | -2 | 27 | 15 | -1 | 0 | -1
CCOC(=O)c1ccc(-c2n[nH]c(=O)c3ccccc23)cc1 | 10 | -3 | 0.2 | -1 | 6 | 21 | 10 | -7 | -8 | -3 | 4
CCN(Cc1nc2ccccc2c(=O)[nH]1)C(=O)c1ccc(C)c(NC(=O)c2ccco2)c1 | 5 | -18 | -0.2 | -18 | -5 | 13 | -2 | 3 | -6 | 6 | 4
Cc1cccn2c(=O)nc(SCC(=O)NCc3ccccc3Cl)nc12 | -8 | 9 | 0.1 | 1 | 0 | -4 | -5 | 3 | 2 | -1 | -2
COC(=O)Cc1c(C)c2ccc(OC3CCCCC3=O)cc2oc1=O (stereo unspecified) | -84 | 6 | 0.2 | -38 | -4 | -17 | -24 | -41 | 2 | -21 | ·
COC(=O)CSc1ccc2nnc(-c3ccc(F)cc3)n2n1 | 10 | -2 | -0.9 | 1 | -2 | 3 | 5 | 2 | -6 | 3 | 2
CN(C)C(=O)c1cccc(-c2cnc3c(NC=O)cc(-c4cccc(C(F)(F)F)c4)cn23)c1 | 8 | -15 | 1.6 | 5 | · | -1 | 41 | 57* | 28 | · | ·
COc1ccc(CCN(C)C(=O)/C=C/c2c(Cl)nc3ccccn23)cc1OC | 15 | 6 | 0.8 | -13 | 4 | 19 | -3 | 11 | -7 | -3 | -5
CCC(CCCO)CCC[C@H](C)CCC1OCCO1 (stereo partly specified) | -5 | -8 | -3.0 | 17 | 1 | 15 | -102 | -18 | 11 | -3 | -1
COc1ccc(CCNC(=O)c2nn(C)c3c2CS(=O)(=O)c2ccccc2-3)cc1OC | 5 | -2 | 1.0 | -54 | -1 | 3 | 16 | 22 | -10 | 2 | 0
NC(=O)c1ccsc1NC(=O)COC(=O)C1CC2CCCC(C1)C2=O (stereo unspecified) | 9 | 3 | -0.2 | -15 | 5 | 5 | 12 | 7 | -1 | -7 | -1
COc1ccc(C(C(=O)NCc2ccc(F)cc2)N(C(=O)c2csnn2)C2CC2)cc1 (stereo unspecified) | 10 | 10 | -0.4 | -41 | -3 | -6 | 0 | -4 | -10 | 13 | -2
Cc1c(C(=O)N2CCN(c3ccccn3)CC2)oc2ccccc12 | -19 | 2 | 10 | -6 | -4 | 6 | 18 | 14 | -8 | 14 | -2
NC(=O)c1ncn([C@@H]2O[C@H](CNC(=O)[C@@H](N)Cc3cccnc3)[C@@H](O)[C@H]2O)n1 | 5 | 9 | -3.1 | -6 | -14 | -2 | -21 | -3 | -3 | 11 | ·
C/C(=C\c1ccccc1)CN1CCN(Cc2ccc(C)o2)C(CCO)C1 (stereo unspecified) | 4 | 9 | -0.4 | 12 | -6 | -3 | -10 | 13 | 0 | 8 | 4
Cc1cc(=O)oc(C)c1C(=O)N1CCCCC1 | 14 | 3 | 0.1 | -17 | -2 | 2 | -14 | 4 | 6 | -9 | -3
COc1ccc(NS(=O)(=O)Cc2ccccc2)cc1OC | -15 | -2 | 2.8 | -20 | 8 | 15 | 13 | 5 | 4 | 2 | 5
Cc1ccc(C(=O)O/N=C/c2c(C(F)(F)F)nn(C)c2Sc2ccc(Cl)cc2)cc1 | 5 | -1 | 0.0 | -28 | 15 | 30 | 40 | 3 | 12 | -6 | 0
CC(C)(C)OC(=O)N/N=C\c1ccc([N+](=O)[O-])s1 | -104 | 9 | -1.2 | -36 | -7 | -8 | -17 | -51 | -5 | 24 | 0
COc1cc(OC)c([N+](=O)[O-])cc1/C=N/NC(=O)c1ccncc1 | 18 | 0 | 8.2 | -15 | -2 | 6 | 10 | 16 | 1 | 4 | -1
O=C(NCc1ccccn1)c1nc(-c2cccs2)no1 | -31 | 10 | -1.3 | -6 | -3 | 1 | -12 | -44 | -4 | -1 | 1
CCCCCc1nnc(NC(=O)C(=O)OCC)s1 | 18 | 0 | 2.5 | -13 | -8 | -13 | 79 | -7 | -2 | 2 | 1
Cc1nc2ccccn2c1C(=O)c1ccccc1 | 0 | -4 | 4.7 | 10 | -5 | 5 | -3 | -1 | 2 | 1 | 0
COc1cccc(C(=O)NC2CC3CCC(C2)N3Cc2ccccc2)c1 (stereo unspecified) | 12 | 5 | -0.2 | -30 | 3 | -5 | 22 | 12 | 10 | 9 | -2
COc1cc(CN2CCN(Cc3ccc(C)cc3)C(CCO)C2)ccc1O (stereo unspecified) | 14 | 2 | 2.4 | -11 | -2 | -3 | 4 | 3 | -2 | 9 | -5
COc1ccccc1N1CCN(S(=O)(=O)c2ccc(Br)s2)CC1 | 4 | 4 | -0.9 | -18 | 0 | -14 | -3 | -4 | -4 | 0 | 5
CCOC(=O)c1ccc(NC(=O)CSc2nnc(CNC(=O)c3c(F)cccc3Cl)o2)cc1 | 2 | 0 | -0.3 | -1 | -13 | 9 | 10 | 1 | 6 | -1 | -1
COc1ccc(Cl)cc1NC(=O)CCN1CCN(Cc2ccccc2)CC1 | 14 | -9 | -0.5 | -15 | -17 | 13 | 7 | 7 | -8 | 8 | -1
Cc1cccc(C(C)C)c1NC(=O)CSc1ncnc2[nH]ncc12 | 12 | -4 | 0.0 | -23 | -4 | 8 | -4 | 0 | -17 | -1 | ·
O=C1CN(S(=O)(=O)c2ccccc2C(F)(F)F)CCN1 | 24 | -4 | -0.2 | -1 | 1 | 7 | -2 | 12 | -2 | 0 | 1
COc1ccc(N)c2c1OCCC2=O | 1 | 12 | 2.6 | 2 | 2 | -4 | -5 | 19 | -7 | 22 | -5
COc1c(Cl)cc(Cl)cc1C(=O)Nc1ccc(CN2CCOCC2)cc1 | -2 | 1 | 0.2 | -43 | 9 | -4 | -1 | -8 | -3 | -5 | ·
Cc1ccc(S(=O)(=O)N(C)c2ccc(OC(=O)CN3C(=O)NC(C)(c4ccccc4)C3=O)cc2)cc1C (stereo unspecified) | 4 | 15 | -0.6 | 6 | -1 | 0 | -2 | 2 | 7 | 5 | ·
Cc1ccc(-n2cc3ccc([N+](=O)[O-])cc3n2)cc1 | -151 | -5 | -1.0 | -144 | 0 | -33 | -7 | -174 | 25 | -12 | 0
N#CCCn1c(SCC(=O)NCC2CCCO2)nc2ccccc21 (stereo unspecified) | 13 | 6 | 0.1 | -16 | -2 | -2 | 7 | 29 | -12 | 1 | 5
O=C(Nc1ccc(C(=O)N2CCC(N3CCOCC3)CC2)cc1)c1ccc(Br)o1 | 12 | 1 | 3.2 | 12 | 0 | 9 | -26 | 4 | -12 | -10 | 2
Cc1cc(C)c(C)c(/C=C(/C#N)C(N)=S)c1C | 17 | -6 | -1.2 | -18 | -28 | 12 | 13 | 4 | -12 | 9 | 3
O=C(CNS(=O)(=O)c1ccccc1)Nc1ccccc1Br | 0 | 0 | -0.5 | 8 | -2 | -1 | -3 | -1 | 28 | 1 | 7
CC(=O)Nc1ccc(NC(=O)[C@H](C)NC(=O)c2ccco2)cc1 | 10 | 4 | 0.2 | -9 | -6 | -6 | -3 | 9 | -2 | 9 | -3
Clc1ccc(-c2noc(CN3CCOCC3)n2)cc1 | -207 | 5 | -0.1 | -79 | -4 | -6 | -65 | -166 | 3 | -78 | 3
Cc1ccc(S(=O)(=O)N2CCC[C@H]2C(=O)OCC(=O)N2CCc3ccccc32)cc1 | -7 | 16 | -0.4 | 16 | 0 | -9 | 1 | 5 | -10 | · | ·
COc1ccccc1N1C(=O)CC(Nc2ccc(N3CCOCC3)cc2)C1=O (stereo unspecified) | -15 | 4 | 5.4 | -31 | -3 | -14 | 16 | 6 | -1 | 8 | -2
CNS(=O)(=O)c1cc(NC(=O)c2cccc3cccnc23)ccc1C | -63 | 3 | -0.3 | -3 | -2 | -6 | -3 | -75 | -3 | -14 | 3
COc1cc2c(cc1[N+](=O)[O-])-c1ccc([N+](=O)[O-])cc1C2=NO | -38 | 14 | -1.5 | -85 | -6 | -187 | -25 | 52* | -1 | · | ·
CCn1c(COc2ccccc2C)nnc1SCC(=O)NC1CCCC1 | 16 | 18 | 4.3 | -13 | 5 | -8 | 17 | 16 | 3 | 5 | 0
Fc1ccc(C(c2nnnn2CCc2ccccc2)N2CCCc3ccccc32)cc1 (stereo unspecified) | 16 | -7 | -1.9 | -14 | 1 | 19 | 63 | 41 | 18 | 12 | -4

Screening results: PubChem BioAssay, several laboratories

Some of the compounds tested; rates above refer to the full screens.
